T cell modulator: T cell immune modulation candidate; 2C CD8+ T cell-vesicle binding, flow cytometry; active compounds read low; calls only at 7 µM; hit rate 0.068% among 330,000; AID 2052;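 active = response, share of CD8 T cells binding vesicles, and their 90th percentile fluorescence all below set limits, cut at about 80% in these data, passing the limit was not always enough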
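Incubation: binding step 1.5 h, 37 °C, antibody labelling 20 min, ice; system: murine 2C transgenic CD8+ T lymphocytes; technique: cytometric PE anti-B7-1 and Alexa647 anti-CD8 signals after 1% paraformaldehyde fixation; also added: QL9-charged Drosophila Ld/ICAM-1/B7-1 vesicles; control set: naked versus QL9-loaded vesicles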
Hep lipid drop: hepatic lipid droplet formation modulation; AML12 mouse hepatocytes, oleate lipid droplets, BODIPY imaging; inhibition, % at 6.5 µM; hit rate 0.4% among 240,000; AID 1656;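 active = lipid droplet intensity inhibited by at least 50%, with more than 500 cells counted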
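Assay system: AML12 mouse liver cells | Compound: 6.5 µM single-point dosing | Schedule: Overnight exposure | Technique: Fluorescence imaging, 20x objective, two fields per well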
Hep lipid drop cells 6.5 µM: also measured in Hep lipid drop; calls as there; cell count; measured here: cell count, cytotoxicity flag;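 cells counted across two imaged fields per well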
T cell modulator vesicle-bound %: recorded beside T cell modulator, whose call it bears; double positive events, %; measured here: CD8+ vesicle-bound cell fraction;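 binding gate set so that unloaded-vesicle control wells show 10% double positive cells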
An asterisk follows results filed as active; i = inactive. Not all compounds are listed; rates above refer to the full screens.

Keys – A = T cell modulator; B = T cell modulator vesicle-bound %; C = Hep lipid drop; D = Hep lipid drop cells 6.5 µM
> COc1ccccc1C(=O)Nc1ccnn1C1CCN(C(=O)C2CCOC2)CC1 (stereo unspecified)
  A: i	B: 27	C: 15	D: 770

> CC(C)Cn1c(CCNC(=O)c2ccco2)nc2ccccc21
  A: i	B: 42	C: 3	D: 744

> O=C(O)CC1Sc2nnc(COc3ccc(Cl)cc3)n2N=C1c1ccccc1 (stereo unspecified)
  A: i	B: 46	C: 4	D: 736

> CC(C)(C)NC(=O)CN(C(=O)CCC(=O)Nc1nccs1)c1ccc(F)cc1
  A: i	B: 58	C: -19	D: 741

> CN(C)c1ccc(N=Nc2ccc(S(N)(=O)=O)cc2)cc1
  A: i	B: 47	C: -3	D: 735

> COc1ccc(-n2nc(C(=O)NCC(=O)NCCCN3CCN(C)CC3)c3ccccc3c2=O)cc1OC
  A: i	B: 41	C: -1	D: 802

> CC(C)C(=O)N1CCN(c2ccccc2NC(=S)NC(=O)Cc2ccccc2)CC1
  A: i	B: 23	C: 16	D: 683

> O=S(=O)(Nc1nnc(C2CCCCC2)s1)c1ccc(F)cc1
  A: i	B: 14	C: 7	D: 839

> COc1ccc(NC(=O)Cn2c(CCC(=O)O)ccc2-c2ccccc2)cc1
  A: i	B: 51	C: 3	D: 815

> O=C(c1ccoc1)N1CCCC(Nc2ccc(F)c(F)c2)C1 (stereo unspecified)
  A: i	B: 48	C: 17	D: 681

> Cc1cccc(CS(=O)(=O)c2ncc(Cl)c(C(=O)NCc3ccccc3)n2)c1
  A: i	B: 12	C: 4	D: 714

> Cc1ccc(N2C(=O)N3[C@H](c4ccc(Br)cc4)[C@@H]4C(=O)N(C(C)(C)C)C(=O)[C@@H]4[C@]3(C)C2=O)cc1
  A: i	B: 47	C: 0	D: 807

> CCc1ccc(S(=O)(=O)Nc2c(C)nc3nc[nH]n3c2=O)cc1
  A: i	B: 34	C: 4	D: 809

> Cc1ccccc1S(=O)(=O)Cc1ccc(C(=O)NCc2ccccc2)o1
  A: i	B: 10	C: 0	D: 757

> COc1ccc(C(=O)C2CCCN(Cc3c(F)ccc(F)c3F)C2)c(OC)c1 (stereo unspecified)
  A: i	B: 64	C: -34	D: 797

Keys – A = T cell modulator; B = T cell modulator vesicle-bound %; C = Hep lipid drop; D = Hep lipid drop cells 6.5 µM
> Cc1[nH]c(C)c(S(=O)(=O)Nc2ccccc2)c1C(=O)N1CCCC1
  A: i	B: 10	C: 1	D: 718

> COc1ccc(NC(=O)NCCCCc2ccccc2)c(OC)c1
  A: i	B: 10	C: -2	D: 807

> COCCN1C(=O)C(=O)/C(=C(/O)c2ccc(S(=O)(=O)N3CCOCC3)cc2)C1c1cccc([N+](=O)[O-])c1 (stereo unspecified)
  A: i	B: 38	C: -4	D: 739

> COc1ccc(/C=C(\NC(=O)c2ccccc2)C(=O)NCC2CCCO2)cc1 (stereo unspecified)
  A: i	B: 24	C: 20	D: 809

> COc1ccccc1CNS(=O)(=O)c1c(C)[nH]c(C)c1C(=O)N1CCCCC1
  A: i	B: 10	C: 3	D: 783

> COc1cc(C2C(C(=O)c3ccco3)=C(O)C(=O)N2CC2CCCO2)ccc1O (stereo unspecified)
  A: i	B: 40	C: -3	D: 703

> COc1ccccc1OCC(=O)Nc1cc2c(cc1C(=O)O)OCCCO2
  A: i	B: 49	C: 6	D: 763

> COc1ccc(NC(=O)c2ccc3[nH]c(C)c(C)c3c2)cc1
  A: i	B: 29	C: 1	D: 796

> Cc1cccc(C(=O)OC2CCOC2=O)c1O (stereo unspecified)
  A: i	B: 13	C: 14	D: 803

> CCCCCOc1ccc(/C=C/c2c([N+](=O)[O-])c(=O)n(C)c(=O)n2C)cc1
  A: i	B: 20	C: 5	D: 833

> Cc1ccc(NC2CCCN(C(=O)c3ccc(F)cc3)C2)cc1C (stereo unspecified)
  A: i	B: 60	C: -18	D: 687

> CCCCCn1c(=N)c(S(=O)(=O)c2ccc(Cl)cc2)cc2c(=O)n3cccc(C)c3nc21
  A: i	B: 34	C: 6	D: 735

> CC(C)c1ccc(NC(=S)N2CCN(C)CC2)cc1
  A: i	B: 16	C: -13	D: 647

> COc1ccc(C(=O)NC2CCN(CC(=O)NCc3cccc(OC)c3)CC2)cc1
  A: i	B: 32	C: 10	D: 841

> CCOc1ccc(CN(C)C(=O)NNC(=O)c2ccc(C)cc2)cc1OC
  A: i	B: 24	C: 88*	D: 822*

Part of the list above in order of heavy-atom count, largest number first.
Keys – A = T cell modulator; B = T cell modulator vesicle-bound %; C = Hep lipid drop; D = Hep lipid drop cells 6.5 µM
> COc1cc(C2C(C(=O)c3ccco3)=C(O)C(=O)N2CC2CCCO2)ccc1O (stereo unspecified)
  A: i	B: 40	C: -3	D: 703

> COc1ccccc1CNS(=O)(=O)c1c(C)[nH]c(C)c1C(=O)N1CCCCC1
  A: i	B: 10	C: 3	D: 783

> Cc1cccc(C(=O)OC2CCOC2=O)c1O (stereo unspecified)
  A: i	B: 13	C: 14	D: 803

Remaining list, next part:
Keys – A = T cell modulator; B = T cell modulator vesicle-bound %; C = Hep lipid drop; D = Hep lipid drop cells 6.5 µM
> CCN(Cc1cnn(C)c1)C(=O)C1CCC(=O)N(CCc2ccc(OC)cc2)C1 (stereo unspecified)
  A: i	B: 30	C: 19	D: 649

> CC(C)NC(=O)Cn1cc(C(=O)C(=O)N2CCOCC2)c2ccccc21
  A: i	B: 67	C: 5	D: 843

> COc1ccc(CN2C(=NC(=O)C3CCCCC3)SC3CS(=O)(=O)CC32)cc1 (stereo unspecified)
  A: i	B: 22	C: -7	D: 761

> COc1cc(/C=N/NC(=O)c2ccncc2)ccc1OCC(=O)Nc1ccc(C)c(C)c1
  A: i	B: 40	C: 6	D: 821

> O=C(CN1C(=O)S/C(=C/c2ccccn2)C1=O)N1CCOCC1
  A: i	B: 1	C: -12	D: 713

> CC1CCCCC1NC(=O)COCc1cc(-c2cccs2)on1 (stereo unspecified)
  A: i	B: 37	C: 0	D: 735

> CN(C(=O)c1ccccc1-c1ccccc1C(=O)O)c1ccccc1
  A: i	B: 62	C: 10	D: 828

> CCC1CCCCN1CCCNC(=O)c1c(O)nc2cc(C)ccn2c1=O (stereo unspecified)
  A: i	B: 4	C: -13	D: 785

> O=C(NCc1ccccn1)C(=O)NCC1OCCN1C(=O)c1ccc(Cl)cc1 (stereo unspecified)
  A: i	B: 17	C: -18	D: 665

> CCOc1cc(CNS(=O)(=O)c2cn(C)cn2)cc(OCC)c1OCC
  A: i	B: 30	C: -14	D: 691

> CCc1ccc(N(CC(=O)N2CCCCCC2)S(C)(=O)=O)cc1
  A: i	B: 67	C: 0	D: 830

> CC(Oc1ccc2c3c(c(=O)oc2c1)CCCC3)C(=O)NCCN1CCOCC1 (stereo unspecified)
  A: i	B: 13	C: -1	D: 714

> O=C(Cn1nc(-c2ccc(Cl)cc2)ccc1=O)NCC1COCCO1 (stereo unspecified)
  A: i	B: 12	C: -3	D: 847

> O=C(CN(C(=O)c1csnn1)c1ccccc1Cl)NC1CCCC1
  A: i	B: 23	C: 14	D: 814

> CN1C(C(=O)Nc2ccc(OC(F)(F)F)cc2)=CC(c2ccco2)=NS1(=O)=O
  A: i	B: 29	C: -3	D: 693

Keys – A = T cell modulator; B = T cell modulator vesicle-bound %; C = Hep lipid drop; D = Hep lipid drop cells 6.5 µM
> COc1cccc(NC(=O)CSc2ccc(-c3ccco3)nn2)c1
  A: i	B: 14	C: -10	D: 656

> CCOC(=O)CC(NS(=O)(=O)c1ccc2[nH]c(=O)sc2c1)c1ccc(C)cc1 (stereo unspecified)
  A: i	B: 49	C: -4	D: 799

> COc1ccccc1-c1ccc(SCC(=O)NC2CCCCC2)nn1
  A: i	B: 66	C: 0	D: 840

> COCc1cc(C)nc(SCc2ccc(F)cc2)c1C#N
  A: i	B: 49	C: -2	D: 884

> Cc1nonc1CC(=O)NC1CCCc2c1cnn2-c1ccc(F)cc1F (stereo unspecified)
  A: i	B: 10	C: -4	D: 662

> COc1cccc(NC(=O)NCC2CCN(Cc3ccc(F)cc3)CC2)c1
  A: i	B: 32	C: -47	D: 781

> Cc1ccc(S(=O)(=O)NCC(=O)N(CC2CCCO2)C(C(=O)NC2CCCC2)C(C)C)cc1 (stereo unspecified)
  A: i	B: 47	C: -18	D: 816

> CN(C)S(=O)(=O)c1ccc(C(=O)OCC2COC(C)(C)O2)cc1 (stereo unspecified)
  A: i	B: 34	C: 8	D: 747

> Cc1nc(Cl)sc1C(=O)Nc1cc(F)cc(F)c1
  A: i	B: 48	C: -5	D: 787

> CN(C)S(=O)(=O)c1ccc(C(=O)NCc2nnc(SCC(=O)c3ccccc3)o2)cc1
  A: i	B: 5	C: -2	D: 855

> Cc1nn(C(C)C(=O)NCC2CCCO2)c(=O)c2c1sc1ccccc12 (stereo unspecified)
  A: i	B: 22	C: -35	D: 675

> CC(C)(c1ccccc1)c1ccc(OCCN2CCOCC2)cc1
  A: i	B: 16	C: -1	D: 829

> COc1ccc(NC(=O)C2CCCN(S(C)(=O)=O)C2)cc1 (stereo unspecified)
  A: i	B: 54	C: 14	D: 783

> Cc1ccc(C(=O)NNC(=O)c2ccc(NC(=O)C(C)(C)C)cc2)cc1
  A: i	B: 63	C: -3	D: 756

> COc1ccc2nc(C)cc(NCc3ccc(F)cc3)c2c1
  A: i	B: 64	C: -8	D: 804

Keys – A = T cell modulator; B = T cell modulator vesicle-bound %; C = Hep lipid drop; D = Hep lipid drop cells 6.5 µM
> COc1ccc(CNc2nc3ccc(C)cc3s2)c(OC)c1OC
  A: i	B: 8	C: -3	D: 814

> CN(CC(=O)NCc1ccc(F)cc1)S(=O)(=O)c1ccc2c(c1)n(C)c(=O)c(=O)n2C
  A: i	B: 7	C: -10	D: 673

> CCOC(=O)N1CCN(Cc2nc3cc(NC(=O)CC)ccc3n2C)CC1
  A: i	B: 17	C: 25	D: 848

> CN(C)Cc1ccccc1C(O)(c1ccccc1)c1ccccc1
  A: i	B: 34	C: -18	D: 744

> Cc1nn(C)cc1S(=O)(=O)N1CCN(c2ccccc2)CC1
  A: i	B: 25	C: 8	D: 877

> CC1CCN(C(=O)C2CCN(C(=O)c3ccc(C(C)(C)C)cc3)CC2)CC1
  A: i	B: 17	C: 5	D: 815

> O=C1CCC(=O)N1c1ccccc1OS(=O)(=O)c1ccccc1
  A: i	B: 17	C: 8	D: 698

> CSCC(C)N1CCC(n2nccc2NC(=O)CCOc2ccccc2)CC1 (stereo unspecified)
  A: i	B: 65	C: -21	D: 549

> Cc1ccc(-c2cc(C(=O)N3CCCCC3)c3ccccc3n2)cc1C
  A: i	B: 10	C: 4	D: 776

> C/C(=N/NS(=O)(=O)c1ccc(F)cc1)c1ccncc1
  A: i	B: 68	C: 7	D: 693

> CC(C)C(=O)N1CCC(n2nccc2NC(=O)CCOc2ccccc2)CC1
  A: i	B: 6	C: -2	D: 632

> CCN(CC)S(=O)(=O)c1ccc(N2CCN(C)CC2)c(NC(=O)Nc2ccccc2F)c1
  A: i	B: 15	C: -5	D: 732

> Cc1ccc(-c2cc(-c3ccc(F)cc3)n[nH]2)c(O)c1
  A: i	B: 56	C: 8	D: 772

> CN(C)c1ncc(CN2CCC(C(=O)Nc3ccc(-n4cccn4)cc3)CC2)s1
  A: i	B: 64	C: 15	D: 838

> COc1cccc(OC)c1C(=O)Nc1ccc(N2CCN(C(=O)c3ccco3)CC2)cc1
  A: i	B: 21	C: -11	D: 773

> Cc1ccc(C)c(S(=O)(=O)Nc2ccc(C(=O)NCC(c3ccco3)N3CCCCC3)cc2)c1 (stereo unspecified)
  A: i	B: 23	C: 2	D: 803

> CC(NC(=O)COc1ccc(/C=N/NC(=O)CO)cc1)c1ccccc1 (stereo unspecified)
  A: i	B: 31	C: -8	D: 851

> O=c1nc(N2CCCC2)nc(N2CCCC2)[nH]1
  A: i	B: 62	C: 0	D: 830

Compounds listed so far containing an aryl thioether with sulfur outside any ring (4):
Keys – A = T cell modulator; B = T cell modulator vesicle-bound %; C = Hep lipid drop; D = Hep lipid drop cells 6.5 µM
> COc1cccc(NC(=O)CSc2ccc(-c3ccco3)nn2)c1
  A: i	B: 14	C: -10	D: 656

> COc1ccccc1-c1ccc(SCC(=O)NC2CCCCC2)nn1
  A: i	B: 66	C: 0	D: 840

> COCc1cc(C)nc(SCc2ccc(F)cc2)c1C#N
  A: i	B: 49	C: -2	D: 884

> CN(C)S(=O)(=O)c1ccc(C(=O)NCc2nnc(SCC(=O)c3ccccc3)o2)cc1
  A: i	B: 5	C: -2	D: 855
